NTR1 agonist – agonists of NTR1, primary screen, imaging, U2OS cells, beta-arrestin-GFP, high content (AID 493036). activation, % at 20 µM. Neurotensin receptor type 1 (Homo sapiens), P30989. actives 0.17% (n = 330,000). NTR1-U2OS beta-arrestin-GFP spot imaging, agonist mode;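 active means activation at or above 40% of the spot to cytoplasm intensity ratio, with at least 20 cells analyzed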;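 further: 0% = DMSO without peptide and 100% = 100 nM NTR1 peptide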
Target sequence (P30989 whole entry, looked up): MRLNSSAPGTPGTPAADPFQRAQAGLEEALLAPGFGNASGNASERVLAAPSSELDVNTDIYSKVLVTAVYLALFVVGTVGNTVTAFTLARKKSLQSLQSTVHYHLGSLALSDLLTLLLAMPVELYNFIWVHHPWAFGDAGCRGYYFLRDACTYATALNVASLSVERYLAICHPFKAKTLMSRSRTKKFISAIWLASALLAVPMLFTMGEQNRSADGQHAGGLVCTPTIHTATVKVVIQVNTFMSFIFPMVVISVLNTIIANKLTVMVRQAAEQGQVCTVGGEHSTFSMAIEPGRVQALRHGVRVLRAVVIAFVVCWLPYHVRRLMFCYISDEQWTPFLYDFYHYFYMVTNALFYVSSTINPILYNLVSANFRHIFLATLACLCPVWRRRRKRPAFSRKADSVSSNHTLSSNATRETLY
Dengue-2 NS5 capping – Dengue-2 NS5 methyltransferase inhibitors, primary screen, biochemical, confirmation dose response (AID 588689) | Genome polyprotein (Dengue virus type 2 (strain 16681-PDK53)) | Dengue-2 NS5 methyltransferase capping enzyme assay, biochemical; higher % means a stronger effect | actives 0.3% (n = 340,000) | one-dose inhibition, % at 25 µM; IC50 in µM for titrated hits; in the data active means a potency from the dose series
MgcRacGAP inhibition – MgcRacGAP GTPase-activating activity inhibitors, confirmation, biochemical, ADP Hunter fluorescence; Rac GTPase-activating protein 1 (Homo sapiens); MgcRacGAP-stimulated Rac1 GTP hydrolysis, ADP Hunter fluorescence; higher % means a stronger effect; GST-tagged Rac1 F28L mutant substrate; inhibition, % at 30 µM; hits with a dose series show IC50 in µM; actives 0.6% (n = 340,000);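 active means first-screen hits whose inhibition reached a set limit at any dose in the follow-up dose series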;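 further: fluorescence reports GDP produced by GAP-driven GTP hydrolysis; strong numbers were not always called active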
NTR1 agonist cell count 20 µM – also measured in NTR1 agonist; calls as there; cell count; measured here: cell count, cytotoxicity flag
Dengue-2 NS5 capping pilot replicate – recorded beside Dengue-2 NS5 capping, whose call it bears; inhibition, %; measured here: pilot screen replicate inhibition
An asterisk follows results filed as active.

SMILES	NTR1 agonist	NTR1 agonist cell count 20 µM	Dengue-2 NS5 capping	MgcRacGAP inhibition	others
Cc1noc(C)c1NC(=O)Nc1cccc2c1O[C@H](CN(C)C(=O)Nc1ccccc1)[C@@H](C)CN([C@H](C)CO)C2=O	-0.8	64	-4.2%	11.7%
COc1ccc(NC(=O)Cc2ccccc2F)cc1S(=O)(=O)N1CCCCC1	-2.6	53	3.0%	7.1%
CCc1ccc(C(=O)CN2C(=O)NC3(CCOc4ccccc43)C2=O)s1 (stereo not drawn)	-0.4	67	-6.3%	1.4%
COc1ccccc1-c1oc2ccccc2c1-c1ccc2c(c1)OCO2	3.6	56	-1.6%	-0.4%
CCN(CC(=O)Nc1cc(Cl)cc(Cl)c1)CC(=O)NC1CCS(=O)(=O)C1 (stereo not drawn)	-0.5	52	-9.3%	-1.5%
CN(C)c1ccc(C(=O)N2CCN(C(=O)C3CCCO3)CC2)cc1 (stereo not drawn)	0.0	72	-3.7%	1.9%
O=C(CSc1nnc(C2CC2)n1-c1ccccc1)N1CCNC1=O	3.0	68	0.7%	6.7%
CC[C@]12c3[nH]c4ccc(OC)cc4c3CCN1C(=O)C(CC(=O)NCC13CC4CC(CC(C4)C1)C3)C[C@@H]2C(=O)N1CCN(C(=O)C2CC2)CC1 (stereo partly drawn)	2.6	58	-2.6%	10.8%
O=C1c2ccccc2NC(c2ccc(Br)o2)N1O (stereo not drawn)	4.1	48	-2.4%	-1.9%
CC(=O)Nc1ccc(NC(=O)C(C)OC(=O)c2c(C)nn(-c3ccccc3)c2Cl)cc1 (stereo not drawn)	1.2	56	-2.2%	3.6%
CCCN=C1N(CC)C[C@@H]2[C@@H]3C(=O)N(C)C(=O)[C@@H]3[C@](Cc3ccccc3)(C(=O)OC)N12	-0.6	62	-8.3%	5.3%	Dengue-2 NS5 capping pilot replicate=-7.9
O=C(CN1C(=O)C2CCCCC2C1=O)NC1CCCc2ccccc21 (stereo not drawn)	-0.1	65	-2.2%	2.1%
O=C(CSc1nc2[nH]c(=O)cc(O)c2s1)Nc1ccc(Cl)c(C(F)(F)F)c1	2.9	58	-10.5%	9.0%
CCN(CC)c1ccc(NC(=O)C2=CC=CN3CCS(=O)(=O)N=C23)cc1	0.6	54	-3.7%	67µM*
COc1ccc(S(=O)(=O)N2CCN(C(=O)[C@H](Cc3ccccc3)NC(=O)c3ccco3)CC2)cc1	-0.9	59	-0.8%	4.5%
COc1ccc([C@H]2CC(=O)C=C(c3ccc4c(c3)OCO4)C2)cc1	3.1	65	1.6%	9.0%
CCOC(=O)C1=C(COC(=O)COc2ccccc2C=O)NC(=O)NC1C (stereo not drawn)	-1.0	56	-6.2%	1.7%
CCCCOCCOCCOCCCC	-1.3	43	1.5%	6.0%
COc1ccc(NC(=O)N(C)C[C@H]2Oc3c(NS(=O)(=O)c4ccc(OC)cc4)cccc3C(=O)N([C@H](C)CO)C[C@@H]2C)cc1	0.6	56	-8.7%	7.5%
CC(C)C(NC(=O)c1ccc(Cl)cc1Cl)C(=O)NCCc1ccccn1 (stereo not drawn)	0.6	54	0.0%	3.2%
Cc1ccc(NC(=O)CN(C)C(=O)c2ccccc2Cc2ccccc2)cc1	1.4	52	-2.2%	6.8%
C=CCn1c(SCC(=O)N2CCCC2=O)nc2sc(CC)cc2c1=O	-0.7	47	-4.3%	10.7%
O=C(CSc1ccccc1F)NNC(=O)c1ccncc1	-0.7	87	-11.7%	6.5%
Cc1ccc(S(=O)(=O)NC(CC(C)C)C(=O)N2CCN(C/C=C/c3ccccc3)CC2)cc1 (stereo not drawn)	0.5	61	-7.6%	-0.5%
COc1ccc2c(c1)OC[C@H]1[C@H]2N2C(=O)[C@H](C)NC(=O)[C@@]2(C)[C@H]1c1ccccc1	1.1	62	-3.8%	10.3%
(next part)
SMILES	NTR1 agonist	NTR1 agonist cell count 20 µM	Dengue-2 NS5 capping	MgcRacGAP inhibition	others
Cn1nnnc1Sc1ncnc2scc(-c3cccc(Br)c3)c12	12.6	63	-7.1%	0.4%
CCOc1ccc(NC(=O)CN(C)C(=O)c2cccc(S(=O)(=O)N3CCCC3)c2)cc1OCC	-0.8	55	0.7%	9.2%
COCCN(CC(=O)Nc1cccc(C)c1C)C(=O)C1(c2ccc(Cl)cc2)CCC1	2.1	60	-0.4%	1.1%
CN(c1ccccc1)S(=O)(=O)c1cccc(C(=O)NC2CC(C)(C)NC(C)(C)C2)c1	0.2	68	1.5%	4.0%
COc1ccc(-c2nn(Cc3ccccc3)cc2C(=O)N2CCN(c3ncccn3)CC2)cc1OC	-1.6	68	-9.5%	3.0%
O=C(Nc1cc(Cl)ccc1N1CCOCC1)c1ccc(=O)[nH]c1	2.3	56	4.8%	4.0%
CN(C)c1ccc(S(=O)(=O)NCC(=O)NCCC2=CCCCC2)cc1[N+](=O)[O-]	1.7	60	-3.7%	2.3%
CN(C)C(=O)CCc1ccc2c3c([nH]c2c1)[C@]1(C)[C@@H](C(=O)N2CCOCC2)C[C@H](CC(=O)NCC24CC5CC(CC(C5)C2)C4)C(=O)N1CC3	3.4	58	2.6%	7.6%	Dengue-2 NS5 capping pilot replicate=1.5
CC(=O)c1ccccc1NC(=O)COC(=O)CCC1CCCC1	1.0	71	-4.5%	5.9%
COc1ccccc1CCNC(=O)c1cccc(S(=O)(=O)N2CCc3ccccc3C2)c1	-1.2	59	11.6%	-2.1%
CCN(C[C@H]1N[C@@](C)(C(=O)OC)[C@H]2C(=O)N(C)C(=O)[C@@H]12)S(=O)(=O)c1ccc(C)cc1	-1.3	49	-3.0%	7.7%	Dengue-2 NS5 capping pilot replicate=4.2
CC(=O)NC(CC(=O)OCC(=O)c1ccc(NC(=O)CC(C)C)cc1)c1ccccc1 (stereo not drawn)	-1.8	49	-7.7%	1.9%
O=C(Nc1ccc(Br)cc1)C1CCCN(C2=NS(=O)(=O)c3ccccc32)C1 (stereo not drawn)	4.2	66	-5.1%	2.6%
CC(OC(=O)Cc1c(F)cccc1Cl)C(=O)NC1CCCCC1C (stereo not drawn)	-2.6	66	1.1%	2.8%
C[C@H](CO)N1C[C@H](C)[C@@H](CN(C)C(=O)Nc2ccc3c(c2)OCO3)Oc2c(NC(=O)c3ccncc3)cccc2C1=O	0.9	59	-3.2%	8.3%
C/C(=N\NC(=O)c1ccc(O)cc1)c1ccc2c(c1)OCCO2	-0.4	70	1.1%	3.5%
CCNc1nnc(SCC(=O)N2c3ccccc3NC(=O)CC2C)s1 (stereo not drawn)	-0.1	45	-0.8%	4.1%
O=C1N[C@@H](Cc2ccccc2)COC(=O)[C@H](Cc2ccc(F)cc2)CC/C=C/C[C@@H]1CC(=O)N(CCO)Cc1ccccc1	14.7	59	-5.0%	9.2%
CC1CCCCN1C(=O)COC(=O)c1ccc(N2CCCC2=O)cc1 (stereo not drawn)	0.8	63	0.7%	9.4%
O=C(COC(=O)c1ccc(F)c(S(=O)(=O)N2CCOCC2)c1)c1ccc(Cl)cc1	-1.9	87	-7.5%	7.9%
O=C(c1ccc(N2CCCC2=O)cc1)N1CCN(c2cccc(C(F)(F)F)c2)CC1	0.5	63	6.5%	8.7%
COC(=O)C1CCN(C(=O)COc2ccc(N(C)S(=O)(=O)c3ccc(C)cc3)cc2)CC1	6.6	52	-5.9%	-1.0%
O=C(c1cccc(NS(=O)(=O)c2ccc(F)c(F)c2)c1)N1CCCCC1	0.2	55	2.9%	6.8%
Cc1ccc(OCC(=O)OCC(=O)NC2CCCC2)cc1C	2.3	50	6.2%	7.8%
CNc1snc(C)c1C(=O)OCC(=O)c1ccc(OC)c(F)c1	2.8	61	-10.1%	3.4%
(more compounds)
SMILES	NTR1 agonist	NTR1 agonist cell count 20 µM	Dengue-2 NS5 capping	MgcRacGAP inhibition	others
CN(C(=O)c1cccc(S(=O)(=O)N2CCCC2)c1)C1CCCCC1	-1.8	44	2.6%	-6.2%
O=c1ccc(S(=O)(=O)N2CCCC2)c[nH]1	1.8	67	-9.2%	0.1%
C[C@@H]1CN([C@H](C)CO)C(=O)Cc2cc(NS(=O)(=O)c3cn(C)cn3)ccc2O[C@H]1CN(C)S(=O)(=O)c1ccc(Cl)cc1	0.9	77	1.0%	-2.2%	Dengue-2 NS5 capping pilot replicate=1.5
O=C(COC(=O)/C=C/c1ccc(C(F)(F)F)cc1)Nc1ccc2[nH]c(=O)[nH]c2c1	0.1	70	4.3%	-2.0%
COc1ccc(C(CNC(=O)COc2ccc(F)cc2Cl)N2CCCCC2)cc1 (stereo not drawn)	0.7	56	0.7%	1.2%
CNc1ccc(C(=O)OCC(=O)Nc2ccnn2C(C)C)cc1[N+](=O)[O-]	-2.5	43	-1.9%	4.3%
Cc1cc(NC(=O)CN2C(=O)NC3(CCCCC3)C2=O)ccc1N1CCCC1	-0.5	66	-5.0%	25.0%
O=C(CN1C(=O)NC2(CCCCC2)C1=O)Nc1ccc(N2CCCCC2)cc1	2.1	65	-2.3%	-8.7%
O=C(CSC(=S)N1CCCC1)N/N=C/c1c(O)[nH]c(=S)[nH]c1=O	2.0	53	-4.4%	4.8%
O=C(CSc1nnc(-c2ccncc2)o1)Nc1ccc(F)c(F)c1	-1.8	65	3.0%	4.7%
C[C@H](CO)N1C[C@H](C)[C@@H](CN(C)C(=O)NC2CCCCC2)Oc2c(NC(=O)Nc3ccccc3)cccc2C1=O	-1.6	62	-65.3%	-2.1%
COc1ccc(NC(=O)c2cccc3c2C(=O)c2ccc(-c4ccc(F)cc4OCc4ccccc4)cc2S3(=O)=O)cc1	-1.0	50	-0.7%	8.8%
COc1ccccc1NCC(=O)N1CCN(S(=O)(=O)c2ccccc2)CC1	-0.7	41	2.2%	5.4%
CCC(C)N(C(=O)CSc1nnc2ccccn12)C1CCS(=O)(=O)C1 (stereo not drawn)	1.0	67	3.6%	5.9%
O=C(CSc1ccccc1F)NCC1(N2CCCCC2)CCCCC1	-1.4	64	-7.4%	4.8%
Cc1cccc(NC(=O)COc2ccc3c(c2)CCC3)n1	0.6	55	1.5%	8.6%
O=C(COC(=O)c1ccc(F)cc1F)Nc1cc(S(=O)(=O)N2CCOCC2)ccc1Cl	-0.6	48	5.8%	5.9%
CN(C(=O)COC(=O)Cc1c(F)cccc1Cl)c1c(N)n(Cc2ccccc2)c(=O)[nH]c1=O	0.8	100	1.8%	2.8%
C[C@H](CO)N1C[C@H](C)[C@@H](CN(C)Cc2ccc3c(c2)OCO3)Oc2c(NC(=O)Cc3ccccc3)cccc2C1=O	3.2	35	-6.3%	4.5%
Cc1noc(C)c1COc1ccc(C(=O)N2CCN(S(=O)(=O)c3cccc(F)c3)CC2)cc1	1.1	52	-1.9%	-0.6%
Cc1nnc(SCC(=O)NC2CCCC2)n1-c1ccccc1	2.4	55	-4.8%	6.2%
O=C(Cc1ccccc1)OCC(=O)c1cccc([N+](=O)[O-])c1	-1.9	60	3.3%	9.0%
N#Cc1ccccc1S(=O)(=O)N1CCN(CC(=O)Nc2ccccc2C(=O)NC2CC2)CC1	-1.2	57	-5.1%	3.6%
CC(C#N)Sc1ccc(S(=O)(=O)N2CCCC2)cn1 (stereo not drawn)	-0.2	98	-2.9%	1.7%
O=C(COC(=O)Cc1ccc(F)cc1)NC1CCCCC1	-0.3	54	-4.8%	5.5%

Six successive entries already listed, quoted:
SMILES	NTR1 agonist	NTR1 agonist cell count 20 µM	Dengue-2 NS5 capping	MgcRacGAP inhibition	others
Cc1noc(C)c1COc1ccc(C(=O)N2CCN(S(=O)(=O)c3cccc(F)c3)CC2)cc1	1.1	52	-1.9%	-0.6%
Cc1nnc(SCC(=O)NC2CCCC2)n1-c1ccccc1	2.4	55	-4.8%	6.2%
O=C(Cc1ccccc1)OCC(=O)c1cccc([N+](=O)[O-])c1	-1.9	60	3.3%	9.0%
N#Cc1ccccc1S(=O)(=O)N1CCN(CC(=O)Nc2ccccc2C(=O)NC2CC2)CC1	-1.2	57	-5.1%	3.6%
CC(C#N)Sc1ccc(S(=O)(=O)N2CCCC2)cn1 (stereo not drawn)	-0.2	98	-2.9%	1.7%
O=C(COC(=O)Cc1ccc(F)cc1)NC1CCCCC1	-0.3	54	-4.8%	5.5%

The list goes on.
SMILES	NTR1 agonist	NTR1 agonist cell count 20 µM	Dengue-2 NS5 capping	MgcRacGAP inhibition	others
O=C(COC(=O)C12CC3CC(CC(C3)C1)C2)NNC(=O)c1ccccc1	0.2	72	-7.0%	5.2%
Cc1ccc(NC(=O)COC(=O)C2=NNC(=O)CC2)c(Br)c1	-0.1	53	-6.8%	3.8%
O=C1c2ccccc2[C@@H]2C[C@@H](O)[C@H](Nc3cccc(Cl)n3)CCN12	1.0	65	-4.3%	6.5%	Dengue-2 NS5 capping pilot replicate=3.6
CCN(C(=O)Cn1c(Cl)nc2c1c(=O)n(C)c(=O)n2C)C1CCCCC1	-0.8	53	2.6%	0.8%
CCCCc1nnc(NC(=O)Cc2ccc(S(=O)(=O)N3CCOCC3)s2)s1	-0.8	74	-4.5%	-0.4%
COc1ccc(C(=O)N(C)Cc2ccccc2F)cc1S(=O)(=O)N1CCCC1	4.5	57	-11.4%	-0.2%
O=C(NNC(=O)c1ccc(Br)o1)c1csc(N2CCOCC2)n1	-0.7	87	-4.3%	9.7%
O=C(COc1ccc(-n2cnnn2)cc1)Nc1ccc(F)c(Cl)c1	0.2	47	2.3%	-0.8%

A portion of the library; rates above refer to the full screens.
